# Screens as filed in PubChem.
# sPLA2-III inh: Blocks human group III sPLA2 activity; QFRET BODIPY PC-A2 liposome hydrolysis, fluorescence; inhibition, % at 12.2 µM; 370,000 compounds, 0.56% hits;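 active = inhibition above mean plus 3 SD of compounds lying within the high and low control bounds, cut at about 19% in these data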;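 note: 0% = median of test compound wells and 100% = no enzyme DMSO wells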
# Target sequence (Q9NZ20 whole entry, looked up): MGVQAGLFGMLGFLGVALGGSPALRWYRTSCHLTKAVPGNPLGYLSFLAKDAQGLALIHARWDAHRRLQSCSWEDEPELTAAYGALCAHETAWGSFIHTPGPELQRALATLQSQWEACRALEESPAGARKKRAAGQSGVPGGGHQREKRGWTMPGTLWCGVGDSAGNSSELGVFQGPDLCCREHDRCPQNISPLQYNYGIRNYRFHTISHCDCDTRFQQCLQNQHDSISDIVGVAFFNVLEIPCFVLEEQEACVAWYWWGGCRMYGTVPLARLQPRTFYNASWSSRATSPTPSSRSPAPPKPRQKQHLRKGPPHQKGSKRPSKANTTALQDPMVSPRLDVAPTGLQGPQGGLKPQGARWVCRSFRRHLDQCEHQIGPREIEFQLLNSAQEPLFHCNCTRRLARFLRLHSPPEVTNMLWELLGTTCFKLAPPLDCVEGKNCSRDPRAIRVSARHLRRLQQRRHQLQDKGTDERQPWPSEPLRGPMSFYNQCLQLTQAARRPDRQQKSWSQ
# ssDAF12 agonist: activators of S. stercoralis DAF-12 nuclear receptor; 370,000 compounds, 1% hits; activation, % at 6.8 µM; HEK293 ssDAF-12/GRIP1 lit1-tk-luc reporter, luminescence; % of 3 µM dafachronic acid response; AID 652126;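 active = activation above the mean over all tested compounds plus 3 SD, cut at about 0.9% in these data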;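 note: 0% = DMSO-only wells and 100% = 3 µM delta7-dafachronic acid wells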
# proKLK7 act: activates the human kallikrein-7 zymogen. P49862. purified proKLK7, EDANS-DABCYL substrate fluorescence; 100% is mature enzyme control, 0% vehicle. activation, % at 7 µM. 370,000 compounds, 0.9% hits;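 active = activation above the mean of all tested compounds plus 3 SD, computed per campaign excluding outliers beyond control limits, cut at about 13% in these data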
# Target sequence (P49862 whole entry, looked up): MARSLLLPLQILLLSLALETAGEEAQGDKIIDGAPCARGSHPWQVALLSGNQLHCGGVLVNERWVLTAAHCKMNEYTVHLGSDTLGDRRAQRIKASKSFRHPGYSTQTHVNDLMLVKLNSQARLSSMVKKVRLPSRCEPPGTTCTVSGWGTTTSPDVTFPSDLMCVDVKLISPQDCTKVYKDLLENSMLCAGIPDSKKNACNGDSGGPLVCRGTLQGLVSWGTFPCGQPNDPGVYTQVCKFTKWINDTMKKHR
# hgDAF12 agonist: activates the H. glycines DAF-12 receptor ligand-binding domain; HEK293 GAL4-hgDAF12 UAS-luciferase reporter, agonist luminescence; normalized to butyrate control; activation, % at 6.8 µM; 370,000 compounds, 1.8% hits; AID 687014;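 active = activation above a cutoff set at the mean of all screened compounds plus 3 SD, cut at about 10% in these data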;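 note: 0% = DMSO wells and 100% = sodium butyrate wells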
# DAX1 inh-1: inhibits human nuclear receptor DAX1; P51843; 340,000 compounds, 0.99% hits; AID 504766; HEK293 Gal4-DAX1 luciferase reporter, luminescence; inhibition, % at 6.75 µM;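 active = inhibition above the mean over all tested compounds plus 3 SD, cut at about 4.2% in these data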;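 note: 0% = DAX1-transfected cells with DMSO and 100% = empty-vector control cells with DMSO; inhibition shows as a rise in luminescence from relieved DAX1 repression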
# Target sequence (P51843 207-470 limits assumed): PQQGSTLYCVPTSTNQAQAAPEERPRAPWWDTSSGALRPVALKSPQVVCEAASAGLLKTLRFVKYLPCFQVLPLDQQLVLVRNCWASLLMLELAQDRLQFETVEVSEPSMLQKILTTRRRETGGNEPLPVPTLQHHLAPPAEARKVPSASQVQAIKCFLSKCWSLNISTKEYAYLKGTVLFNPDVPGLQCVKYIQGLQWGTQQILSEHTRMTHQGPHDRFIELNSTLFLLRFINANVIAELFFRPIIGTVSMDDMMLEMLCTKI
# FXN GAA850 act: frataxin GAA850 promoter activation; 360,000 compounds, 0.56% hits; activation, % at 6 µM; AID 540364; HEK293 lucGAA850 FXN promoter luciferase reporter, 24 h; percent of 10 µM SAHA response;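 active = activation above the average of all compounds screened plus 3 SD, cutoff fixed separately per campaign, cut at about 7.5% in these data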;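 note: 0% = DMSO wells and 100% = 10 µM SAHA wells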
# SMARCA2 act: activators of SMARCA2 function. 370,000 compounds, 1% hits. MG213 cells, MMTV-luciferase reporter, dexamethasone, overnight. activation, % at 9.1 µM. AID 652017; in the data active = activation above about 7.8%;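 note: 0% = vehicle wells and 100% = reference activator wells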
# DAX1 inh-2: DAX1 (NR0B1) inhibition, primary screen | HEK293T StAR-luciferase reporter, SF-1/DAX-1 repression relief | AID 652010 | 370,000 compounds, 1.1% hits | inhibition, % at 6.8 µM;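 active = inhibition above the mean over all tested compounds plus 3 SD, cut at about 3.6% in these data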;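 note: 0% = DAX-1 cells with DMSO and 100% = cells lacking DAX-1 with DMSO; higher inhibition means more luminescence from relief of DAX-1 repression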
# NPR1 activator: GC-A (human) enzyme activation | AID 1671463 | activation, % at 10 µM | 370,000 compounds, 0.14% hits | P16066 | HEK293 GC-A cells, cGMP TR-FRET, EC30 ANP; 0% at EC30 ANP, 100% saturating ANP; in the data active = activation above about 40%
# NPR2 activator: GC-B (human) receptor activation; P20594; HEK293-GC-B cells, CNP EC30, cGMP TR-FRET; 0% at EC30 CNP, 100% saturating CNP; activation, % at 10 µM; 370,000 compounds, 0.11% hits; AID 1920062;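 active = activation at 10 µM reaching about 35% in either raw or pattern-adjusted values, limit read from the data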
# hcDAF12 agonist: activators of H. contortus DAF-12 nuclear receptor. HEK293 hcDAF-12 lit1-tk-luc reporter, luminescence; 0% DMSO, 100% Δ7-dafachronic acid. activation, % at 6.8 µM. 370,000 compounds, 1.4% hits. AID 652067;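 active = activation above the mean of all tested compounds plus 3 SD, cut at about 5.5% in these data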;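 note: 100% = response to 3 µM Δ7-dafachronic acid high control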
# Numbers without * were called inactive; · = not tested or not shown; & = joins results of further samples.
SMILES,sPLA2-III inh,ssDAF12 agonist,proKLK7 act,hgDAF12 agonist,DAX1 inh-1,FXN GAA850 act,SMARCA2 act,DAX1 inh-2,NPR1 activator,NPR2 activator,hcDAF12 agonist
COC(=O)C/C=C/N(Cc1ccccc1OC)S(=O)(=O)CCl,3,-0.7,-0.3,-1.6,0.2,1.1,6,0.0,6,2,-1.9
Cc1cc2nccc(-c3ccc(F)cc3)n2n1,1,-1.6,1.8,-0.7,0.1,0.0,-2,-0.2,3,0,0.4
COc1cc(/C=N/NC(=O)c2ccc3c(c2)OCCO3)cc(Br)c1O,20*,-0.4,0.3,6.3,1.6,2.1,0,1.9,-6,-12,1.9
Cc1nn(C)c(Cl)c1CN1CCN(C2CCCCC2)C(CCO)C1 (stereo unspecified),1,-0.6,0.3,3.2,0.5,-0.9,-1,-0.2,-3,4,0.1
Cc1c(NC(=O)CC(C)C)c(=O)n(-c2ccccc2)n1C,17,-0.8,0.0,3.2,1.5,-1.7,-2,-0.3,-2,6,2.5
Cc1cnc(NC(=O)C2COc3ccccc3O2)s1 (stereo unspecified),5,-0.7,0.8,3.9,-3.1,-0.8,0,1.0,-9,0,9.2*
Cn1c(N)c(C(=O)COC(=O)CCC(=O)c2ccc(F)cc2)c(=O)n(C)c1=O,-2,-1.4,-0.3,2.9,0.9,-1.3,-4,0.6,9,-2,-1.0
COC(=O)Nc1ccc(=O)n(Cc2c(Cl)cccc2Cl)c1,8,-1.2,0.9,-1.1,0.3,-1.4,-4,-0.4,-1,0,-2.8
O=C(NNc1c2ccccc2nc2ccccc12)c1cc2ccccc2cc1O,0,-1.3,1.1,-4.0,-0.2,4.8,1,-0.1,3,-1,-1.9
COc1ccccc1N(CC(O)CN1C(=O)NC(C)(C)C1=O)S(=O)(=O)c1ccc(C)cc1 (stereo unspecified),3,-0.8,0.9,-4.0,1.9,-0.4,0,0.2,3,6,-0.7
O=C(CSc1nnc(CNC(=O)c2ccccc2F)o1)NCc1ccccc1,-1,-1.6,0.7,0.3,2.4,2.4,-1,0.0,3,1,0.3
Cn1c(=O)c(C(=O)NCC2CCCO2)c(O)c2ccccc21 (stereo unspecified),-2,0.6,0.5,10,0.8,6.4,6,2.8,-1,2,4.9
Cc1cc(=O)n2c(n1)NC(Nc1cccc(C)c1C)=NC2c1ccccc1 (stereo unspecified),12,-0.9,-0.1,0.2,0.3,-0.5,-4,0.1,2,3,1.3
CCC(C)NC(=O)C1CCCN(c2nc(C)cc(OC)n2)C1 (stereo unspecified),0,-1.1,0.1,-1.0,0.2,-1.9,-1,-0.2,1,-4,-1.3
COc1ccc(/C=C2\C(=O)N(Cc3ccc(F)cc3)CC(=O)N2Cc2ccccc2)cc1,-15,-1.4,1.0,-2.2,-1.1,-1.8,0,-0.5,-12,-14,-1.8
COC(=O)c1ccc(CN2CCN(Cc3ccc(F)cc3)C(CCO)C2)cc1 (stereo unspecified),-4,-2.1,0.6,-0.8,2.1,-1.1,-1,0.7,2,2,-1.4
CC(=O)Nc1cccc(-c2ccnc3c2CC(C)(C(=O)NCCN(C)C)O3)c1 (stereo unspecified),3,-0.2,0.1,-1.9,·,2.5,-2,0.5,3,3,-0.3
C=CCC(=O)N(CC)CC1CCCN(CCc2cccc(F)c2)C1 (stereo unspecified),-2,-0.3,-0.6,1.2,-0.3,-0.9,-1,0.2,1,-1,0.7
COc1cc(OC)cc(C(=O)OCC(=O)Nc2cccc(C(C)=O)c2)c1,-5,-1.3,0.2,3.5,-0.1,-1.6,-2,-0.1,-4,-7,-0.7
CCOC(=O)c1cccc(NC(=O)/C=C/c2cccc([N+](=O)[O-])c2)c1,-2,-0.9,0.4,-1.4,-0.9,-0.3,6,-0.9,6,6,-2.2
Cc1ccc(NC(=O)CC(=O)c2ccc([N+](=O)[O-])cc2)cc1S(=O)(=O)Nc1cccc(Cl)c1,-4,-1.1,-0.7,-6.0,-1.6,3.0,-2,-1.0,-1,-4,-2.7
CNc1nc(NCCOC23CC4CC(CC(C4)C2)C3)nc(OCC(F)(F)F)n1,0,-1.1,-0.5,-1.4,0.5,6.3,-2,0.1,2,8,-1.0
CCOc1ccccc1NCc1cc(=O)oc2cc(C)ccc12,0,-0.7,0.9,4.5,-1.3,1.4,0,-0.4,-9,-4,2.0
S=c1[nH]nc(COc2ccccc2)n1/N=C/C=C/c1ccccc1,8,-0.3,-0.8,-0.3,0.2,-0.3,-3,-0.2,-3,-5,1.0
CCCN(CC(=O)Nc1ccccc1C)C(=O)COc1c(C)cccc1C,4,-1.0,0.5,-3.3,0.6,-0.5,2,0.8,1,2,-0.6

# Structures shown so far that have a Cl atom:
SMILES,sPLA2-III inh,ssDAF12 agonist,proKLK7 act,hgDAF12 agonist,DAX1 inh-1,FXN GAA850 act,SMARCA2 act,DAX1 inh-2,NPR1 activator,NPR2 activator,hcDAF12 agonist
COC(=O)C/C=C/N(Cc1ccccc1OC)S(=O)(=O)CCl,3,-0.7,-0.3,-1.6,0.2,1.1,6,0.0,6,2,-1.9
Cc1nn(C)c(Cl)c1CN1CCN(C2CCCCC2)C(CCO)C1 (stereo unspecified),1,-0.6,0.3,3.2,0.5,-0.9,-1,-0.2,-3,4,0.1
COC(=O)Nc1ccc(=O)n(Cc2c(Cl)cccc2Cl)c1,8,-1.2,0.9,-1.1,0.3,-1.4,-4,-0.4,-1,0,-2.8
Cc1ccc(NC(=O)CC(=O)c2ccc([N+](=O)[O-])cc2)cc1S(=O)(=O)Nc1cccc(Cl)c1,-4,-1.1,-0.7,-6.0,-1.6,3.0,-2,-1.0,-1,-4,-2.7

# Later entries
SMILES,sPLA2-III inh,ssDAF12 agonist,proKLK7 act,hgDAF12 agonist,DAX1 inh-1,FXN GAA850 act,SMARCA2 act,DAX1 inh-2,NPR1 activator,NPR2 activator,hcDAF12 agonist
Cc1sc(-c2ccncc2)nc1OC(=O)c1ccc(F)cc1F,-1,-0.8,14*,1.0,-0.8,-0.1,-3,0.3,6,18,-1.0
Cc1ccc(/C=C/C(=O)Nc2cccnc2)o1,4,1.0*,0.3,1.5,1.3,2.1,-1,0.2,5,3,1.0
COc1nc(N/N=C/c2ccc(C)cc2)nc(N2CCCCC2)n1,-2,-1.4,-0.4,0.7,0.6,0.5,0,0.6,-2,-3,-1.4
CC(OC(=O)COc1cccc2c1OC(C)(C)C2)C(=O)Nc1ccc(S(N)(=O)=O)cc1 (stereo unspecified),-15,-1.1,0.4,-2.3,-0.2,1.3,0,-0.6,2,-1,-1.8
O=C(Cn1cc2c(n1)CCCCC2)NCc1ccccn1,-5,-1.4,0.2,-1.9,1.2,0.6,2,-1.0,0,3,2.0
NC(=O)CC[C@@H]1NC(=O)[C@@H]2CCCN2C(=O)c2cc([N+](=O)[O-])cc(I)c2NCCC[C@@H](C(N)=O)NC1=O,-1,-1.3,-0.6,0.2,·,·,2,-0.4,2,6,1.5
CCOc1ccc(-c2nnn(CC(=O)NCc3ccc(C)cc3)n2)cc1,4,-0.3,0.1,-1.5,0.1,0.2,-1,0.8,4,5,-0.6
COc1ccccc1N1CCN(C(=O)CN(C)S(=O)(=O)c2ccc3c(c2)c(=O)n(C)c(=O)n3C)CC1,2,-1.8,0.4,-3.8,-1.0,0.3,6,-0.6,1,-3,-1.2
C1CCC(Nc2nc3nonc3nc2N2CCSCC2)C1,0,-1.5,0.4,-1.1,-0.3,1.0,1,-0.5,3,0,-0.3
CCn1c2ccccc2c2cc(NC(=O)c3cccc([N+](=O)[O-])c3C)ccc21,5,-1.5,-0.9,-0.6,-1.8,0.8,-1,-0.2,-5,-4,-3.1
COCCNc1cc(N)c([N+](=O)[O-])cc1[N+](=O)[O-],0,-0.2,-0.4,-0.2,0.1,4.7,4,-0.3,0,1,-0.4
Cc1ccc(C)c(NC(=S)N(C)CCO)c1,11,-1.3,0.0,-1.6,4.8*,-1.6,-4,-0.4,0,8,-1.0
CCC(CC)C(=O)Nc1ccccc1-n1cccc1,3,-0.8,0.1,0.3,0.9,-0.4,0,0.1,-4,-5,1.2
COc1ccc(NS(=O)(=O)c2cccc(C(=O)NCC3(N4CCOCC4)CCCCC3)c2)cc1,-11,-0.9,0.0,-0.8,0.0,-2.2,-2,0.9,1,-4,-0.2
COc1ccc(OCc2ccc(C(=O)O)cc2)cc1,8,0.1,-0.2,8.2,-1.0,0.1,-4,1.2,7,-1,2.3
Cc1c(Cl)cccc1NC(=O)C1CCN(S(C)(=O)=O)CC1,-3,-0.7,-0.1,2.1,2.1,1.5,-1,1.0,-1,3,0.1
O=C(O)CC(=O)NC12CC3CC(CC(C3)C1)C2,5&4,-1.2&-1.6,0.2&0.1,1.4&0.5,0.3&-2.1,0.7&-0.4,0&3,0.0&-0.3,5&3,3&4,-0.4&-0.5
COC(=O)CC1C(=O)NCCN1C(=S)Nc1ccccc1 (stereo unspecified),5,-1.2,0.2,-2.1,1.4,0.7,-1,-0.2,3,5,4.1
CCOC(=O)Nc1c(Cl)[nH]c(=O)n(C)c1=O,4,-1.3,-0.5,-0.2,-0.2,-1.3,-3,-1.0,-2,-3,0.3
O=C1CCN(S(=O)(=O)c2ccccc2)C2CCCCC12 (stereo unspecified),0,-0.7,0.5,-2.8,-1.4,0.2,-1,-1.0,3,7,-2.4
O=C(COC(=O)C1CCN(S(=O)(=O)c2cccs2)CC1)NCc1ccc(F)cc1,-13,-1.1,-0.1,6.6,-0.1,1.7,1,0.2,-2,0,-1.7
Cc1cc(C)cc(CSc2ccc(S(=O)(=O)N3CCCC3)cn2)c1,-11,-1.5,0.2,0.8,-0.7,0.7,-3,-3.4,2,6,-2.0
CCCCNC(=O)C1(C)CCN1C(=O)c1ccc2c(c1)C(C)(C)CCC2(C)C (stereo unspecified),7,-0.2,-0.2,-0.6,·,-0.5,-4,-1.1,-2,-2,-1.9
Oc1ccccc1CNc1nccs1,2,-1.3,0.2,-0.9,-0.5,0.1,0,0.0,2,0,0.1
CC1=CC=CC2=NC(=O)CC(C)(C(=O)N(CC(=O)NC3CCCC3)Cc3ccc(Cl)cc3)N12 (stereo unspecified),6,0.0,2.6,0.2,0.2,2.8,1,0.3,-11,-4,-0.1
O=C(OC12CCCN(C1)/C(=C/c1cccnc1)C2)c1cccc(F)c1 (stereo unspecified),2,-2.0,0.9,-3.3,·,·,-3,-2.1,-1,-2,-3.1
CCn1c(SCC(=O)NC2CCCCC2)nnc1-c1ccco1,6,-1.4,-0.1,1.1,0.4,1.1,0,-0.3,0,-2,-1.8
Cc1ccc(NC(=O)COC(=O)c2cccnc2Cl)cc1S(=O)(=O)N1CCCCC1,2,-1.4,0.0,-4.4,-0.2,-2.0,0,-0.2,-1,-3,-1.5
COc1ccc(C(=O)C(CCC(CNC(C)(C)C)C(=O)c2ccc(OC)cc2)CNC(C)(C)C)cc1 (stereo unspecified),14,-2.2,0.5,-5.9,-4.6,-13,-9,-2.2,-7,-13,-3.4
